CAL PDZ FP-1 = inhibitors of human CAL PDZ peptide binding | Q9HD26 | purified CAL PDZ, TMR-peptide fluorescence polarization, 1 h | inhibition, % at 20 µM | 330,000 tested, 0.02% active | AID 504414;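 active = highest replicate inhibition of at least 40%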;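 also: plate controls were DMSO neutral control wells for no effect and unlabeled competitor peptide control wells for full effect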
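material = purified tagged CAL PDZ domain construct (CerCALP) | buffer or medium = sodium phosphate/NaCl buffer pH 7.4 with TCEP, IgG, Thesit | reagent = TMR-labelled reporter peptide T*-PRC34 bound in PDZ groove | incubation = 1 h room-temperature incubation prior to read | measured by = fluorescence polarization (mP) | evaluation = percent inhibition from loss of millipolarization | control set = unlabelled peptide and DMSO controls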
LANA DNA inh = blocks KSHV LANA C-terminal domain binding to DNA | MBP-C-LANA/FAM-LBS DNA binding, fluorescence polarization | inhibition, % at 9 µM | 340,000 tested, 0.078% active | AID 504423;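 active = highest replicate inhibition at or above 60% at 9 µM, even if other replicates fall short; inactive = all replicates below 60% inhibition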;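 also: 0% = neutral control wells and 100% = 4 µM acridine orange control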
DAGLB inh = diacylglycerol lipase beta (human) inhibition; Q8NCG7; HEK293T DAGLB membrane lysate, EnzChek fluorogenic substrate; inhibition, % at 5.17 µM; AID 504411; 340,000 tested, 0.059% active; in the data active = inhibition above about 34%;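 also: 0% = enzyme with vehicle and 100% = wells lacking enzyme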
Keap1-Nrf2 PPI = disrupts human Keap1 binding to Nrf2 peptide | Keap1 Kelch-Nrf2 peptide fluorescence polarization, 1536-well | inhibition, % at 9.4 µM | AID 504523 | 340,000 tested, 0.15% active | Q14145; in the data active = inhibition above about 12%;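 also: human Keap1 Kelch domain with fluorescein labeled Nrf2 9mer peptide probe; 0% = neutral control wells and 100% = peptide positive control; higher means more block of Keap1 binding to Nrf2 peptide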
CAL PDZ FP-2 = inhibitors of human CAL PDZ peptide binding. purified CAL PDZ, TMR-peptide fluorescence polarization, 1 h. inhibition, % at 24.9 µM. AID 602252. 300,000 tested, 0.92% active;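 active = mean inhibition of at least 30% with at least half of replicates also reaching 30%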;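 also: 0% = DMSO neutral control and 100% = excess unlabeled competitor peptide PRC23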
Cardiac RTF inh = cardiac RTF calcium desensitization; P19429+P45379; IANBD-labeled cardiac RTF, Ca2+ fluorescence; inhibition, % at 7.15 µM; 340,000 tested, 0.12% active;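 active = inhibition above the mean inhibition of all tested compounds plus 3 SD, cut at about 17% in these data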;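 also: assay run at fixed EC70 calcium of 1.6 mM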
NSD2 HMT inh = inhibitors of human histone methyltransferase NSD2. O96028. inhibition, % at 12.5 µM. AID 743445. NSD2 peptide methylation, AlphaScreen, 120 min. 310,000 tested, 0.54% active; in the data active = inhibition above about 50%
Pemphigus Ab inh = inhibitors of pemphigus antibody binding to human desmoglein-3 | 310,000 tested, 0.48% active | AID 588358 | binding (percent of control), % at 10 µM | DSG3-coupled beads, scFv-anti-DSG3-GFP binding, flow cytometry; stronger effect = lower value;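 active = binding more than 3 SD below its plate's average and above zero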;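 also: hits lower antibody fragment binding to DSG3; some compounds called inactive have numbers as strong as hits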
V-ATPase pH = regulators of yeast V-ATPase proton transport; S. cerevisiae, pHLuorin cytosolic pH fluorescence; response, % at 10 µM; 350,000 tested, 0.37% active; in the data active = response mostly above about 7.3%, no sharp cut-off; inactive = mostly below about 5.4%; also: actives read high; inactives centre near 0; some compounds called inactive have numbers as strong as hits
Arrestin-AP2 inh = human beta-arrestin and AP2 interaction inhibition | AID 504490 | 340,000 tested, 0.31% active | FITC-arrestin peptide / GST-AP2 beads, flow cytometry; AP2 beta2 appendage carries R879A mutation | inhibition, % at 10 µM;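 active = inhibition above a set limit, near 3 SD of compounds lacking own fluorescence, cut at about 54% in these data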;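 also: plate controls were DMSO wells for no effect and 5 µM unlabelled arrestin peptide for full effect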
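System: GST-tagged AP2 beta2-adaptin appendage (R879A) on 4 µm glutathione beads / Reagent: FITC-arrestin peptide, 50 nM / Detection: HyperCyt-sampled flow cytometry, FL1 channel, ex 488/em 535 nm / Timing: 12 min plus 1 h, RT / Buffer or medium: PBS plus Tween 20 (0.05%) and BSA (0.1%)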
* = called active by the depositor; . = not tested or not shown. This is a subset, so the mix of outcomes need not match the whole.

SMILES	CAL PDZ FP-1	LANA DNA inh	DAGLB inh	Keap1-Nrf2 PPI	CAL PDZ FP-2	Cardiac RTF inh	NSD2 HMT inh	Pemphigus Ab inh	V-ATPase pH	Arrestin-AP2 inh
COc1ccc(NC(=O)CSc2ccc(F)cc2)cc1S(=O)(=O)N1CCCCC1	-5.1	-1.1	0	-5	-10	-42	-4	90	-2	-1
COc1cc(NC(=O)c2cc3ccccc3cc2O)c(OC)cc1Cl	.	-1.3	-6	-2	-7	5	.	100	-4	32
CN(C(=O)CN(C)S(=O)(=O)c1ccc(F)cc1)c1c(N)n(Cc2ccccc2)c(=O)[nH]c1=O	1.2	-0.9	0	-4	-1	5	-1	111	-2	5
CCOc1ccc(-c2nc(C#N)c(N3CCN(C)CC3)o2)cc1	-0.1	-1.0	-2	3	-3	0	13	103	-11	9
COc1ccc(NC(=O)/C(C#N)=C\c2ccc(-c3cccc(C(=O)O)c3C)o2)cc1	-0.3	1.0	5	-2	5	2	8	113	0	-3
COc1ccc(-n2c(=O)[nH]c3cc(C(=O)NCCc4ccc(OC)c(OC)c4)ccc3c2=O)c(OC)c1	-4.4	-3.4	3	-5	-4	-7	0	103	1	3
Cc1[nH]n(-c2ccccc2)c(=O)c1C(C[N+](=O)[O-])c1ccc(F)cc1 (stereo not given)	-0.1	-0.1	-1	-8	-2	-17	65*	105	0	0
CCOC(=O)N1CCN(C2CC(=O)N(c3ccc(F)cc3)C2=O)CC1 (stereo not given)	-1.7	3.7	1	4	-1	-8	0	95	3	-2
O=C(CCCCn1c(=O)[nH]c2ccsc2c1=O)NCc1cccnc1	-0.5	1.3	1	-2	.	-10	-4	.	6	6
CC(C)c1ccc(OC(=O)c2ccc3c(=O)n4c(nc3c2)CCC4)cc1	-1.9	1.5	3	-6	-2	3	23	98	0	33
CN1C(=O)N(CC(=O)N2CCN(S(=O)(=O)c3ccc4c(c3)CCC4)CC2)C(=O)C12CCCCC2	0.0	-0.9	2	0	0	-11	-2	100	3	6
O=S1(=O)CCC(n2ncc3c2/C(=C/c2ccccc2)CC3)C1 (stereo not given)	-7.2	-0.7	0	-6	-5	-2	0	102	-2	-13
O=C(NNC(=O)c1ccc(NC(=O)c2ccccc2)cc1)c1ccc(F)cc1	-1.4	0.2	3	4	48*	-11	1	103	-2	-8
CC(Nc1ncnc2sccc12)c1ccccc1 (stereo not given)	-2.5	-0.2	0	-2	2	0	-3	98	3	-29
Nc1cc(=O)[nH]c(SCC(=O)Nc2cc(S(=O)(=O)N3CCCCC3)ccc2Cl)n1	0.1	1.0	0	-6	9	2	8	.	-1	16
COc1ccc(N(CC(=O)Nc2ccc(F)c(F)c2)S(=O)(=O)c2c(C)[nH]c(=O)[nH]c2=O)cc1	-2.1	2.1	0	0	-2	-1	6	98	0	32
COc1cc(=O)n(C)c2ccccc12	-0.8	-1.5	-1	-1	-4	-3	0	100	6	1
C/C(=N\Nc1nc(C)cc(-c2ccccc2)n1)c1ccc(C)o1	.	3.8	-1	-1	-3	-10	6	98	6	-3
Cc1cc(C)c(C)c(OCC(O)CN2CCN(c3ccccn3)CC2)c1 (stereo not given)	-1.7	-1.5	-11	-3	-2	-5	3	104	6	-10
COc1ccc2[nH]c3c(c2c1)CCN1C(=O)N([C@@H](C)C(=O)NC2CC2)C(=O)[C@]31C	0.0	1.0	-1	-3	9	6	.	104	2	3
C#Cc1ccc([C@@H]2C=C(C(=O)NC3CC3)O[C@H](OCC)[C@H]2CCCO)cc1	1.1	-1.6	-2	-2	0	3	.	105	4	3
O=C1N/C(=C\c2ccccc2)c2ccccc21	-3.6	1.3	0	2	.	0	-2	101	-5	10
CCOc1cccc(C2/C(=C(/O)c3ccc4c(c3)CC(C)O4)C(=O)C(=O)N2Cc2ccncc2)c1 (stereo not given)	-1.1	-3.0	2	1	-3	-1	2	103	-1	3
CC(=O)Nc1ccc(S(=O)(=O)Nc2ccc(-c3ccc4nnc(C)n4n3)cc2)cc1	-4.2	-2.3	-1	-7	-39	-26	1	90	-3	4
COc1ccc(C(=O)NCC(=O)NCC2COc3ccccc3O2)cc1 (stereo not given)	0.2	-1.3	0	-3	-6	6	-4	.	0	0
CCOc1ccc(-c2nn[nH]n2)cc1OCC	-1.8	-0.6	-2	4	1	-9	-2	95	0	6
COc1ccc(C(=O)NCC(=O)N2CCC3(CC2)NCCc2[nH]cnc23)cc1	-2.4	0.5	2	-8	-1	-9	4	99	2	6
CCOc1ccc(NC(=O)CC2C(=O)N(c3ccc(OC)c(Cl)c3)C(=S)N2C2CC2)cc1 (stereo not given)	-2.3	-0.5	-3	2	-5	1	0	108	1	-3
CNS(=O)(=O)c1cccc(C(=O)OCC(=O)N2CCc3ccccc3C2)c1	-2.2	-0.5	-5	1	-1	-1	4	100	4	9
Cc1cc(C)n(CCc2nc(-c3ccco3)cs2)n1	0.3	1.8	2	-5	-1	-3	-4	110	-3	7
O=C(Cc1ccc(F)cc1)OCN1C(=O)c2ccccc2C1=O	-0.5	-1.6	-4	0	-5	-3	-1	102	-4	4
Cc1ccc(C(=O)NC(=S)Nc2cccc3c(C)cc(C)nc23)cc1	-1.2	3.6	-5	3	.	1	0	97	1	29
CCN(CC)CCCN(Cc1cc2cc3c(cc2[nH]c1=O)OCO3)C(=S)Nc1ccc(OC)cc1	-0.2	-2.0	-3	-8	0	-2	43	97	-1	8
COCCN(Cc1cc2cc(C)ccc2n2nnnc12)C(=S)Nc1ccccc1C	-0.7	-0.3	3	-4	-2	0	-1	101	3	17
Cc1[nH]n(-c2cccc(Cl)c2)c(=O)c1/C=N/n1c(C)nc2ccccc2c1=O	0.0	-1.1	9	-8	14	-5	.	106	-3	-3
NC(=O)c1cc([N+](=O)[O-])cc2c1C=Cc1ccccc1O2	0.6	1.3	0	-2	5	3	5	104	1	-14
O=C(COc1ccc(S(=O)(=O)N2CCCCC2)cc1Cl)N1CCCC1	-2.4	0.1	-2	1	0	-6	-1	107	3	4
COc1ccc(-c2noc(CNC(=O)C(C)Oc3ccccc3)n2)cc1 (stereo not given)	-2.7	0.2	-3	-8	1	-5	-1	109	-5	6
CC(=O)c1ccc(S(=O)(=O)Nc2cccc(-n3cnnn3)c2)cc1	-2.8	11	1	-2	-4	3	115*	.	6	8
CC(=O)Nc1ccc(NC(=O)c2cc(=O)c3cc(C)c(C)cc3o2)cc1	-0.7	-2.9	-2	-4	-2	-4	-1	114	-22	-5
COC(=O)Nc1ccc(S(=O)(=O)N2CCCCC2C(=O)O)cc1 (stereo not given)	-0.8	-1.9	0	0	73*	1	-7	98	3	-5
COc1ccc(N2C(=O)CC(N3CCN(Cc4ccc5c(c4)OCO5)CC3)C2=O)cc1 (stereo not given)	-6.2	0.2	-3	1	-5	4	1	98	-4	2
Cc1cccc(Nc2nc(N)c([N+](=O)[O-])c(N3CC(C)OC(C)C3)n2)c1 (stereo not given)	-0.1	-1.9	-7	1	0	-1	46	.	-1	-7
CCOc1ccc(OCC)c(NC(=O)c2ccc(CNc3c(N4CCCC4)c(=O)c3=O)cc2)c1	-2.6	1.1	1	-2	-4	1	.	103	1	-3
C(#Cc1ccccc1)C[N+]1(CC#Cc2cccc3ccccc23)CCOCC1	-3.4	-2.1	3	-4	5	2	5	97	4	11
C=CCOC(=O)C1C(=O)CC(C)(O)C(C(=O)OCC=C)C1c1ccc(OCC)cc1 (stereo not given)	.	1.2	-4	-2	-6	-5	-1	95	-3	15
COc1ccc(C2C(=O)NN=C2C)cc1 (stereo not given)	-0.8	1.0	-1	0	-7	2	0	100	-4	34
CN(C(=O)c1ccno1)c1nnc(-c2cnccn2)s1	-0.7	1.2	-5	0	-1	-6	-9	.	1	5
Cc1ccc(C(=O)OCC(=O)c2ccc(S(=O)(=O)N3CCCCC3)cc2)o1	-2.5	-2.4	0	-2	1	-1	2	101	-1	1
Cc1ccn(-c2ccc(NC(=O)c3cccs3)cc2)n1	-2.2	-2.5	0	-2	-9	-3	-2	102	2	-2
N#Cc1ccc(C(=O)NNC(=O)c2cccc(S(=O)(=O)N3CCOCC3)c2)cc1	-0.5	-0.4	-3	-1	-2	-4	13	.	2	37
O=C(NCCc1cccc(Cl)c1)c1ccc(OC2CCN(Cc3ccccn3)CC2)cc1	-1.6	-0.6	2	-6	-5	-7	7	115	1	15
CCC1CCCCN1Cc1nc2c(c(=O)n(C)c(=O)n2C)n1CCCc1ccccc1 (stereo not given)	-1.8	-0.8	-2	-3	0	-9	.	119	3	20
c1ccc(CCSc2ncnc3nc[nH]c23)cc1	-3.4	-1.8	-7	-2	0	5	-1	92	5	11
O=C(Nc1cccc(-c2cn3cccnc3n2)c1)c1cccs1	0.5	-0.5	0	-2	0	-4	0	101	1	26
CCOC(=O)C(C)(C)Sc1nc2c(cnn2-c2ccc(F)cc2)c(=O)[nH]1	-1.4	-3.6	6	-2	-6	1	30	100	-2	-6
O=C(CSc1nnc2c3c4c(sc3ncn12)CCCC4)NCc1ccco1	-1.0	-0.5	-1	-4	2	5	10	98	3	17
CN1CCC(=NNC(=O)c2ccc(N(Cc3ccccc3Cl)S(C)(=O)=O)cc2)CC1	-1.6	0.8	-1	0	-3	9	1	96	-3	16
CCS(=O)(=O)c1ccc(O)c(NC(=O)NC2CCCCC2)c1	-0.3	-0.3	2	-1	-3	-13	0	94	2	1
O=C1CC(N2CCSCC2)C(=O)N1c1cccc(Cl)c1 (stereo not given)	-0.1	1.0	0	-4	.	-1	1	96	2	22
O=C1NC(=Nc2ccccc2Cl)S/C1=C\c1ccc(C(=O)O)cc1	-3.0	0.9	8	-1	-12	1	4	95	-1	3
CC1=Nn2c(nnc2-c2ccco2)SC1	-0.2	0.2	-5	-3	.	-9	-2	94	-4	1

Another view of 2 compounds above:
Every second line gives: CAL PDZ FP-1	LANA DNA inh	DAGLB inh	Keap1-Nrf2 PPI	CAL PDZ FP-2	Cardiac RTF inh	NSD2 HMT inh	Pemphigus Ab inh	V-ATPase pH	Arrestin-AP2 inh
CCOc1ccc(OCC)c(NC(=O)c2ccc(CNc3c(N4CCCC4)c(=O)c3=O)cc2)c1
    -2.6	1.1	1	-2	-4	1	.	103	1	-3
C(#Cc1ccccc1)C[N+]1(CC#Cc2cccc3ccccc23)CCOCC1
    -3.4	-2.1	3	-4	5	2	5	97	4	11

Compound activity deposited in PubChem BioAssay by several laboratories.
